# Screening data as filed in PubChem BioAssay.
# SENP8 block-1 = inhibitors of human SENP8 protease; Q96LD8; 360,000 compounds, 0.64% hits; inhibition, % at 20 µM; recombinant SENP8, Nedd8 substrate fluorescence; AID 602440; in the data active = inhibition mostly above about 40%, no sharp cut-off; inactive = mostly below about 27%
# SENP1 inh = blocks the human SENP1 SUMO protease catalytic domain; Q9P0U3; recombinant SENP1 catalytic domain, CyPet-SUMO1-YPet FRET cleavage; inhibition, % at 10 µM; 360,000 compounds, 0.21% hits;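 active = inhibition at least 30% at 10 µM, raw YFP signal under a set limit, fluorescence ratio 0.5 to 1.5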;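 also: 0% = enzyme with DMSO and 100% = no enzyme wells; some results filed as inactive read as strong as hits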
#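 material = recombinant human SENP1 catalytic domain, His6-tagged | quantity = 20 pM enzyme | reagent = 25 nM SUMO1 FRET substrate | compound dosing = 10 µM single point, 0.5% DMSO | timing = 50 min enzyme reaction, room temperature, light-protected | detection = FRET, CFP and YFP emission | control set = no-enzyme low, enzyme-DMSO high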
# SENP8 block-2 = inhibitors of human SENP8 protease; Q96LD8; purified SENP8, Z-RLRGG-aminoluciferin cleavage, luminescence; inhibition, % at 10 µM; 330,000 compounds, 1.2% hits; AID 2540; in the data active = inhibition above about 50%
# SENP6 block = SENP6 protease inhibition; AID 2599; Recombinant SENP6 catalytic domain, aminoluciferin luminescence; inhibition, % at 10 µM; 330,000 compounds, 1.8% hits; Q9GZR1;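 active = inhibition above about 50% at the single tested dose, limit read from the data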;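 also: plate controls were DMSO wells with enzyme for no effect and DMSO wells lacking enzyme for full effect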
# Target sequence (Q9GZR1 628-1112 limits assumed): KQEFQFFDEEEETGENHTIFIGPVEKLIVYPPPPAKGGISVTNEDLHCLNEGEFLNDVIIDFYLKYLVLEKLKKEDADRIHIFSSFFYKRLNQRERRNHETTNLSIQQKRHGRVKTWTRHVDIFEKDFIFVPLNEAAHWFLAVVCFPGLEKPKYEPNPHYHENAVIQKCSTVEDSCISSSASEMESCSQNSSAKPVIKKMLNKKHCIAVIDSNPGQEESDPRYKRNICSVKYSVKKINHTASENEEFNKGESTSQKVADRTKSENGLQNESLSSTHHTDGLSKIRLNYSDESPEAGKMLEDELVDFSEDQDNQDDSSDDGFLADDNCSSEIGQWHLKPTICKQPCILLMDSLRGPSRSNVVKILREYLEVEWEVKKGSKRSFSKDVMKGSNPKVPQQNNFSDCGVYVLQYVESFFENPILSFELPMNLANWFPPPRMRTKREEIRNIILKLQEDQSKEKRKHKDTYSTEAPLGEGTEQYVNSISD
# SENP7 inh = blocks the human protease SENP7; recombinant SENP7, Z-RLRGG-aminoluciferin luminescence, 40 min; Q9BQF6; 330,000 compounds, 1.5% hits; inhibition, % at 5 µM;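 active = inhibition above about 50% at the single test dose, limit read from the data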;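 also: plate controls were DMSO with enzyme for no effect and no enzyme buffer wells for full effect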
# Target sequence (Q9BQF6 706-1050 limits assumed): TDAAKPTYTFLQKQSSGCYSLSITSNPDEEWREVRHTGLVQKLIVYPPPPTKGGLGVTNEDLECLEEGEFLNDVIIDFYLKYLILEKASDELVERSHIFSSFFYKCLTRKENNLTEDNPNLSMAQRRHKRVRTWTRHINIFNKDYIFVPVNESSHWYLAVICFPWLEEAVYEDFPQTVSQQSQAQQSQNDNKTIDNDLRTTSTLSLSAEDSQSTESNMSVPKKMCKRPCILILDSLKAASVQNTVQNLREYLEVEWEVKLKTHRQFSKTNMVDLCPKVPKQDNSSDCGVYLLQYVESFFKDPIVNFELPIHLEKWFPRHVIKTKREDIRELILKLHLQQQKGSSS
# Apaf-1 inh = human Apaf-1 inhibition; reconstituted apoptosome caspase-3 activity, DEVD-Rh110 fluorescence; 330,000 compounds, 0.71% hits; inhibition, % at 20 µM; AID 489030; O14727; active = inhibition of at least 40% at 20 µM;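 also: plate controls were DMSO wells for no effect and DEVD-CHO caspase inhibitor wells for full effect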
#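 Assay system – apoptosome proteins · Medium – Hepes buffer, pH 7.5 · Also added – cytochrome c with DEVD-Rh110 · Timing – 30 min compound preincubation, 50 min activation, room temperature · Detection – Rh110 fluorescence, excitation 480 nm, emission 540 nm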
# APOBEC3G inh = APOBEC3G (human) deaminase inhibition. Q9HC16. recombinant A3G, ssDNA deamination FAM/TAMRA fluorescence. inhibition, % at 20 µM. 330,000 compounds, 0.28% hits. AID 493012;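 active = inhibition of at least 40% at 20 µM, with no more than 30% in the related APOBEC3A deaminase screen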;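 also: plate controls were DMSO wells with A3G for no effect and wells lacking A3G enzyme for full effect; some compounds called inactive have numbers as strong as hits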
# UBC13 inh = inhibitors of human UBC13 polyubiquitin chain formation; P61088; inhibition, % at 20 µM; 330,000 compounds, 0.47% hits; AID 485273; TR-FRET; in the data active = inhibition above about 45%, passing the limit was not always enough
# Target sequence (P61088 whole entry, looked up): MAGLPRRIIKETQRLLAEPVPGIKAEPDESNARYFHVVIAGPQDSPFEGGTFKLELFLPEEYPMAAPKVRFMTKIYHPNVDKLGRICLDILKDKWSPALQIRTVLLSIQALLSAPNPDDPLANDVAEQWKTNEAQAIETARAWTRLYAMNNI
# The depositor's hits bear a star; · = no result given.
SMILES,SENP8 block-1,SENP1 inh,SENP8 block-2,SENP6 block,SENP7 inh,Apaf-1 inh,APOBEC3G inh,UBC13 inh
O=[N+]([O-])c1ccc(C2CCCC/C2=N/OCc2ccc(F)cc2)c([N+](=O)[O-])c1 (stereo unspecified),11.2,2.6,-1.5,5.7,1.6,3.1,-4.8,-2.6
Cc1ccc(C2(C)NC(=O)N(CC(=O)N(Cc3ccccc3)C(C)(C)C)C2=O)cc1 (stereo unspecified),8.8,-10.0,-5.2,14.4,-6.6,17.3,-5.2,-5.8
C#CCOCCOCCOCCNc1nc(N2CCN(C(=O)[C@H](CC(N)=O)n3cc(C(N)[C@H](C)CC)nn3)CC2)nc(N2CCN(C(=O)[C@H](CC(N)=O)n3cc(C(N)[C@@H](C)CC)nn3)CC2)n1 (stereo partly specified),28.0,-0.7,-2.2,16.6,0.5,15.6,-9.4,13.5
CCCOC(=O)C(C)n1c(-c2ccccc2)nc2ccccc2c1=O (stereo unspecified),16.5,0.6,2.1,-19.3,-7.8,18.0,1.5,-1.9
COc1ccc(/C=N/Nc2ncnc(Cl)c2N)cc1OC,-235.4,-0.9,-8.2,-31.1,-2.9,-4.3,-6.8,7.9
CCN(CC)C(=O)[C@H]1C[C@H](CC(=O)NCC23CC4CC(CC(C4)C2)C3)C(=O)N2CCc3c([nH]c4cc(CCC(=O)N(C)C)ccc34)[C@]12C,11.4,-1.0,·,·,-3.5,21.8,0.1,·
Fc1ccc(-c2n[nH]c(=S)n2Cc2ccccc2)cc1,-9.9,3.3,1.2,-22.1,-3.5,0.9,31.3,5.9
CCOC(=O)C1(CC2CC2)CCN(Cc2ccc(C(=O)OC)cc2)CC1,17.4,1.8,0.0,-3.1,5.5,-5.7,10.6,-2.3
O=C(NC1CCCN(Cc2ccc(Cl)cc2)C1)c1cnc2ccccn2c1=O (stereo unspecified),-386.1,-8.7,-3.5,1.8,4.7,17.1,3.6,0.1
CSC1=N/C(=C\c2ccc(Br)o2)C(=O)S1,10.8,-41.2,-9.0,-7.8,5.8,4.3,37.2,-16.7
CCOC(=O)Cn1cnc2c(C#N)c3n(c2c1=O)CCCCC3,16.7,1.6,3.3,0.1,1.5,-2.3,-4.7,-0.6
Cc1ccc(OC(C)C(=O)O)cc1C (stereo unspecified),17.4,2.1,1.4,-3.1,3.7,-6.5,-3.9,4.9
Cc1cccc(N=Cc2c(O)cc(C)oc2=O)c1,-7.4,7.6,-4.8,-11.9,-3.7,-1.8,-3.1,-6.0
CCOCCCNC(=O)C(c1ccc(OC)cc1)N(Cc1ccc2c(c1)OCO2)C(=O)c1ccccn1 (stereo unspecified),6.9,1.0,5.5,-4.7,-6.8,-8.6,-6.7,3.2
CCCCNC(=O)NNC(=O)c1ccoc1C,27.4,2.8,0.3,7.9,4.4,-13.7,3.7,-1.0
COc1cc(SC)ccc1C(=O)NC(C)C,6.4,0.1,-4.0,-6.2,2.6,-6.5,-2.9,7.4
CC1(C)CC(=O)C/C(=N\NC(=O)Cc2ccccc2)C1,12.1,-0.5,-3.5,-9.7,7.4,1.9,-3.2,3.4
Cc1nn(Cc2ccccc2Cl)c(C)c1NC(=O)c1noc2c1CCCCC2,11.2,2.9,2.0,12.1,-2.8,2.7,-5.5,-13.9
Cc1ccc(NC(=O)Cn2ccnc2)cc1C,9.9,1.0,6.7,11.9,-2.5,4.6,-1.7,-4.3
Cc1cc(-c2nc(C)c(C(=O)NNS(=O)(=O)c3ccccc3)s2)no1,8.7,1.0,-0.7,-1.3,8.7,-10.4,3.2,3.4

# 2 compounds drawn at random from the list so far:
SMILES,SENP8 block-1,SENP1 inh,SENP8 block-2,SENP6 block,SENP7 inh,Apaf-1 inh,APOBEC3G inh,UBC13 inh
COc1ccc(/C=N/Nc2ncnc(Cl)c2N)cc1OC,-235.4,-0.9,-8.2,-31.1,-2.9,-4.3,-6.8,7.9
Fc1ccc(-c2n[nH]c(=S)n2Cc2ccccc2)cc1,-9.9,3.3,1.2,-22.1,-3.5,0.9,31.3,5.9

# Additional structures follow.
SMILES,SENP8 block-1,SENP1 inh,SENP8 block-2,SENP6 block,SENP7 inh,Apaf-1 inh,APOBEC3G inh,UBC13 inh
Cc1ccc(-n2ncc3c(=O)[nH]cnc32)c(C)c1,22.8,-0.9,0.4,-6.8,10.0,-3.5,-6.4,-1.4
O=C(N/N=C\c1ccccc1F)c1ccc(-c2ccccc2)cc1,-3.3,1.1,-9.6,-17.1,-23.2,-9.1,-4.8,0.4
COC(=O)C1CCN(C(=O)c2ccc(Cl)c(S(=O)(=O)NCc3ccco3)c2)CC1,-60.6,3.3,1.3,6.8,-2.1,-3.6,-1.3,7.3
COc1ccc(N(C)S(=O)(=O)c2ccc3c(c2)CC(C)N3C(=O)C2CC2)c(OC)c1 (stereo unspecified),16.9,0.6,2.6,4.3,-2.8,19.6,2.0,-1.9
Cc1cc(C)cc(NC(=O)CSc2nc(N)c(NC(=O)c3ccc(Br)o3)c(=O)[nH]2)c1,-13.4,1.0,2.4,-7.2,-3.0,2.6,-4.9,0.1
O=C(N/C(=C/c1ccco1)C(=O)N1CCc2ccccc21)c1ccco1,-5.0,-2.3,-7.9,-12.6,12.2,-2.2,-8.2,-11.9
COc1ccccc1-c1cc(C(=O)N/N=C/c2ccc(C)o2)c2ccccc2n1,-30.2,1.6,8.5,4.6,-12.2,16.1,-4.3,-19.4
COCCn1c(C)nnc1SCC(=O)NNC(=O)c1ccc(Br)cc1,3.8,-1.3,-1.1,-7.8,8.2,-4.3,-5.7,-2.0
COc1ccccc1C1C(C(=O)c2cc3ccccc3o2)=C(O)C(=O)N1c1cc(C)on1 (stereo unspecified),-78.0,-24.7,1.6,8.7,-4.2,10.2,-5.0,-13.5
CCc1ccc(C(=O)CC2(O)C(=O)N(CN3CCOCC3)c3ccccc32)cc1 (stereo unspecified),19.2,1.6,4.2,-10.4,7.4,-12.1,-4.5,-6.5
CC1=C(C(=O)N2CCCC(N3CCN(c4cccc(C(F)(F)F)c4)CC3)C2)OCCO1 (stereo unspecified),-0.9,1.4,-1.5,-0.4,2.7,-15.3,-4.9,5.3
N#Cc1ccc(C(=O)NC(=S)NC2CCCCC2)cc1,9.8,-1.0,0.1,6.3,2.3,5.5,-3.6,1.0
Cc1cccc(NC(=S)NNC(=O)c2csc(C(C)C)c2)c1,19.9,1.7,49.8,77.0*,86.9*,7.3,-0.3,-11.7
CCOc1ccc(S(=O)(=O)NCc2ccc(F)cc2)c2cccnc12,-395.2,-0.5,-3.3,-16.5,-0.6,-5.6,-2.0,11.0
CC1CCN(C(=O)COC(=O)c2n[nH]c(=O)c3ccccc23)CC1,6.5,-0.8,0.8,7.3,13.5,-1.9,-3.5,1.2
O=C(Nc1ccc(Cl)cn1)c1cc2c(s1)-c1ccccc1OC2,-438.8,-139.8,-9.0,0.1,-5.6,18.8,-8.5,38.3
COc1ccc2nc(N(CCN(C)C)C(=O)c3ccc4c(c3)OCCO4)sc2c1,-1.6,-0.6,-1.1,10.3,-3.1,6.6,-4.9,4.0
N#C/C(=C\Nc1ccc(F)c(Cl)c1)S(=O)(=O)c1ccccn1,33.5,-1.1,4.6,4.6,1.9,8.7,-2.7,-6.0
CCOc1nc(N(C)C)nc(-n2nnc(C(C)=O)c2C)n1,34.1,0.7,-0.8,-5.8,-0.2,-1.9,-2.4,4.1
CC(C)(C)OC(=O)C[C@@H]1C/C=C\C[C@H](CC(=O)NCCO)C(=O)N2CCC[C@@H]2COC1=O,9.1,2.4,-2.0,15.0,-3.7,9.3,-3.0,0.4

# Profiles as entered above. Order of screens: SENP8 block-1 | SENP1 inh | SENP8 block-2 | SENP6 block | SENP7 inh | Apaf-1 inh | APOBEC3G inh | UBC13 inh
# COc1ccccc1-c1cc(C(=O)N/N=C/c2ccc(C)o2)c2ccccc2n1 reads -30.2 | 1.6 | 8.5 | 4.6 | -12.2 | 16.1 | -4.3 | -19.4
# N#Cc1ccc(C(=O)NC(=S)NC2CCCCC2)cc1 reads 9.8 | -1.0 | 0.1 | 6.3 | 2.3 | 5.5 | -3.6 | 1.0

# (next part)
SMILES,SENP8 block-1,SENP1 inh,SENP8 block-2,SENP6 block,SENP7 inh,Apaf-1 inh,APOBEC3G inh,UBC13 inh
COC(=O)CCC(=O)OC1(C)C(=O)C=C2C=C(C3CC3)N(C3CCCC3)C=C2C1=O (stereo unspecified),-0.4,-39.5,11.0,34.2,4.6,67.5*,-6.9,-78.4
Cc1cc(C)c(N(CC(=O)NCc2ccccc2)C(=O)c2csnn2)c(C)c1,16.9,4.0,2.3,-7.1,8.4,9.8,0.3,-3.0
CN(C)c1ccc(P(=O)(CC(=O)N/N=C/c2ccc(C#N)cc2)OCCCl)cc1 (stereo unspecified),-2.4,1.1,-3.3,-8.0,0.8,-10.2,-6.9,-1.3
O=C(O)CCCCCN1C(=O)/C(=C\c2ccncc2)SC1=S,29.8,-1.8,-7.5,-16.0,-9.9,9.6,-3.6,-11.0
CN1/C(=C\C(=O)C[n+]2cccc(C(N)=O)c2)C(C)(C)c2ccccc21,5.0,-11.2,-5.5,-0.1,12.1,-0.4,-2.9,-0.5
Cc1ccc(-c2nc(C#N)c(NCCN3CCCCC3)o2)cc1,-294.8,-3.1,-0.5,7.5,-1.0,-5.4,-14.2,13.6
Cc1ccc(CSc2nc3c(c(=O)[nH]2)C(c2ccncc2)C2=C(CCCC2=O)N3)cc1 (stereo unspecified),-317.8,-21.8,-10.3,-3.6,-9.2,25.4,-5.9,-2.5
CCSc1ccc(-c2ccco2)nn1,-11.0,2.8,-10.3,-0.6,3.0,0.4,5.4,-10.9
Cc1ccc(CN(CC(=O)NCc2ccccn2)S(=O)(=O)c2ccccc2)cc1,7.8,0.8,-12.0,-10.5,-4.1,0.0,-8.0,-8.9
Cc1cc(N2CCCC2=O)ccc1S(=O)(=O)NC1CCCCC1,12.2,2.3,-2.4,13.8,-2.4,1.8,-4.3,-3.7
O=C(NC1CCCc2ccccc21)c1ccc(CNc2c(N3CCOCC3)c(=O)c2=O)cc1 (stereo unspecified),5.7,-2.6,-6.5,-8.0,-8.3,5.3,-5.9,-2.8
CC(C)(C)c1ccc(C(=O)NCC(=O)O)cc1,14.2,4.0,-1.5,9.3,5.8,7.6,-2.2,2.2
O=C(N[C@H]1C/C=C\C[C@H](CC(=O)N(CCO)Cc2ccccc2)C(=O)N[C@@H](c2ccccc2)COC1=O)OCC1c2ccccc2-c2ccccc21,-0.3,-7.9,-9.9,-18.1,-4.9,30.5,-5.4,-5.4
O=C(CCS(=O)(=O)c1ccccc1)Nc1nc2c(s1)COc1ccccc1-2,-39.9,-16.6,5.5,7.2,4.7,5.8,-7.9,5.7
CCOc1cc(/C=C(\C#N)C(=O)Nc2cccc(C(=O)O)c2)ccc1OCc1ccc(Br)cc1,13.5,-2.6,8.3,12.1,-5.6,-118.8,-8.9,-35.0
COc1ccccc1NC(=O)Cn1cnc2c(oc3ccccc32)c1=O,8.5,0.4,-1.1,6.9,-8.8,8.8,-5.3,7.0
O=C(O)CC(C(=O)Nc1cccc(C(F)(F)F)c1)C1CCCO1 (stereo unspecified),29.7,1.9,7.7,-8.6,5.6,-6.4,-4.0,6.5
COc1cc(C(=O)N(Cc2cc3ccccc3[nH]c2=O)CC2CCCO2)cc(OC)c1OC (stereo unspecified),-0.8,1.6,-0.4,-11.2,0.7,-8.1,-1.9,2.0
COc1ccc(N(CCCN2C(=O)c3cccc4cccc(c34)C2=O)C(=O)c2ccncc2)cc1,-22.7,4.0,0.5,11.5,6.0,17.5,4.8,-7.3
COc1ccc(C)cc1NC(=O)CSc1nnc2ccc(-c3cccnc3)nn12,0.0,2.4,-8.2,-22.9,10.2,-0.2,-8.3,-2.3
OCCn1c(CSc2nc3ccccc3n2CCO)nc2ccccc21,-75.8,-4.5,5.8,-10.8,4.1,-6.1,-9.0,7.2
O=S1(=O)CC(O)C(N(CCO)C(=S)Nc2ccccc2)C1 (stereo unspecified),20.8,-0.3,4.7,-11.7,0.4,-21.8,-9.2,1.3
